Source: PubChem (National Center for Advancing Translational Sciences (NCATS))
uPA surface inh – cell surface uPA generation inhibition; cell surface uPA generation assay, qHTS; Potency, µM (doses to about 38.3 µM), for the others: at the highest dose activity change, negative = inhibition, most hits filed as inhibitors; 330,000 tested, 0.31% active; AID 540303; active = well fitted inhibition curve with a large enough effect; inconclusive = small, poorly fitted or top-dose-only effect; inactive = no such curve, though single readings can be large or run the other way; tested in mouse RAW 264.7 cells; note: potency is the fitted concentration of half-maximal effect; % is set by controls: 0 for no effect and ±100 for the full control effect; nearly all actives have a fitted effect of over 55% in size
TSG101-PTAP inh – blocks PTAP/TSG101 interaction to inhibit HIV-1 budding. Q99816. Fluorescence polarization, FITC-PTAP peptide / Tsg101 binding. Potency, µM (doses to about 115 µM), without a hit: top-dose activity change, negative = inhibition, actives largely listed as inhibitors. 340,000 tested, under 10 active. AID 493005; active = well fitted inhibition curve with a large enough effect in the main read-out, with a control signal flat, not every such curve was filed as active; inconclusive = small, poorly fitted or top-dose-only effect, or effect the other way, or a change in a side signal; inactive = no such curve, though single readings can be large or run the other way; note: potency is the fitted concentration of half-maximal effect; % of control where 0% means no effect
Target sequence (Q99816 whole entry, looked up): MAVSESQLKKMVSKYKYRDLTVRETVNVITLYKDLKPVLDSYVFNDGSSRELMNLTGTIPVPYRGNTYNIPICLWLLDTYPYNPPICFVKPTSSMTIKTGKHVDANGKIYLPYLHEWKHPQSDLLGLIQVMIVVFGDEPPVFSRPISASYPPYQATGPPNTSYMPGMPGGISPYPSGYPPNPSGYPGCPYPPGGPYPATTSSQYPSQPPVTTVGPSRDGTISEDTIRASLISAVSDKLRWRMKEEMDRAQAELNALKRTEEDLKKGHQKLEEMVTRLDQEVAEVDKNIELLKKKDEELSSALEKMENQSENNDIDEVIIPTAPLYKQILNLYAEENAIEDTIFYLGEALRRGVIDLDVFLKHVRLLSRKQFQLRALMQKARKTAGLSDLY
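Compounds were pin-transferred onto Tsg101 binding domain (10 uM final) in HEPES pH 7.5 buffer, then FITC-PTAP peptide was added at 50 nM final. After 20 min at RT, polarization reported peptide displacement across a qHTS concentration series.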
TCR act – activators of T cell receptors. primary human leukocytes, anti-CD3, IL-2 HTRF, 48 h. 330,000 tested, under 10 active. AID 504894. Potency, µM (titrated, usually from 9.22 µM), for inactives: top-dose activation of IL-2 secretion, actives largely listed as activators; note: % of control where 0% means no effect
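TCR engagement came from a-CD3 beads alone, with compounds added to primary human leukocytes for 48 hr. Secreted IL-2 bridged europium cryptate- and d2-labelled anti-IL-2 antibodies, giving FRET emission at 665nm after 320nm excitation.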
ELG1 DNA repair – ELG1-dependent DNA repair inhibition | HEK293T ELG1-luciferase reporter, luminescence, 16 h; DNA damage induced by 5-fluorouridine | Potency, µM (doses to about 46.1 µM), without a hit: at the highest dose activity change, negative = inhibition, most hits filed as inhibitors | 330,000 tested, 2.3% active | AID 504467; note: potency is the fitted concentration of half-maximal effect; % is set by controls: 0 for no effect and ±100 for the full control effect; nearly all actives have a fitted effect of over 55% in size
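DMSO vehicle served as the neutral condition. Each well held 2,000 cells given 5-fluorouridine plus compound; after 16 hr at 37 °C/5% CO2, ONE-Glo was added and luciferase measured 30 min later.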
Eya2 inh – blocks the phosphatase activity of human Eya2. O00167. recombinant Eya2, OMFP fluorescence dephosphorylation (OMFP is methylfluorescein phosphate). Potency, µM (highest dose often 76.9 µM), inactives show top-dose activity, negative = inhibition, actives largely listed as inhibitors. 330,000 tested, 0.006% active. AID 488837; note: potency is the fitted concentration of half-maximal effect; % is set by controls: 0 for no effect and ±100 for the full control effect
Target sequence (O00167 whole entry, looked up): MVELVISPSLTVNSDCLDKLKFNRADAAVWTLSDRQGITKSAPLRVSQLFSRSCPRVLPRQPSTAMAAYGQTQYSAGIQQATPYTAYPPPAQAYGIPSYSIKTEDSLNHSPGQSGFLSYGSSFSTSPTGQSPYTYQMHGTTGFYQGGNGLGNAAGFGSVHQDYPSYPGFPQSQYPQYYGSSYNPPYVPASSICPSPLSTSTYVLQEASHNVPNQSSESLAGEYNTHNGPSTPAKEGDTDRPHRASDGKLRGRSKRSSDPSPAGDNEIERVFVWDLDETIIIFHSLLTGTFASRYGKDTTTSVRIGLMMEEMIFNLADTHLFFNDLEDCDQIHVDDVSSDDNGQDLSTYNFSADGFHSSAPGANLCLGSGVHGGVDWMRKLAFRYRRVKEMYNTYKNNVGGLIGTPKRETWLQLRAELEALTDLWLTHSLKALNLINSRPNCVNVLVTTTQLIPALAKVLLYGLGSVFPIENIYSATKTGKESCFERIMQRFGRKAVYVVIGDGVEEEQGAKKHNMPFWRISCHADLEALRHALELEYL
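Eya2 (0.2 uM) preincubated 10 min at ambient with compound, then OMFP substrate added at 50 uM; 10 min reaction in 50 mM HEPES pH 7.5, 50 mM NaCl, 5 uM MgCl2, 0.05% BSA, 1 mM DTT. Fluorescence read at Ex 485/Em 525 nm.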
B2AR arrestin – agonists driving beta-arrestin recruitment to human beta2-adrenergic receptor; beta-arrestin recruitment to beta2AR, cell-based reporter; Potency, µM (series often up to 46.1 µM), without a hit: at the top dose activation, hits mostly activators; 330,000 tested, 0.02% active;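 note: potency is the fitted concentration of half-maximal effect; 0% = DMSO controls and full agonism = EC100 isoproterenol or metaproterenol; nearly all actives have a fitted effect of over 65% in size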
Mito fusion act – mitochondrial division inhibition or fusion activation; S. cerevisiae fusion-defective mutant growth rescue, CellTiterGlo 48 h; Potency, µM (top dose mostly 46.1 µM), for inactives: top-dose growth rescue (activation), usual class: activators; 320,000 tested, 0.23% active; AID 485298;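 note: potency is the fitted concentration of half-maximal effect; % of control where 0% means no effect; nearly all actives have a fitted effect of over 45% in size; temperature-sensitive fusion mutants such as fzo1-1 at 37 °C on non-fermentable ethanol glycerol medium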
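Compounds are tested for their ability to restore growth of mitochondrial fusion-defective yeast strains at non-permissive 37C in YPEG medium over 48 hours. Viability is quantified by luciferase luminescence.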
Tb PFK block – blocks T. brucei phosphofructokinase; O15648; T. brucei PFK, ADP-Glo luminescence; Potency, µM (doses to about 57.5 µM), without a hit: top-dose activity, negative = inhibition, actives largely listed as inhibitors; 330,000 tested, 0.17% active; AID 485367;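 note: potency is the fitted concentration of half-maximal effect; 0% = uninhibited 1x PFK enzyme wells and -100% = no-enzyme wells; nearly all actives have a fitted effect of over 60% in size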
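PFK 1.25 nM, F6P 0.5 mM, ATP 0.1 mM, 0.1 M TEA pH 8.0, 5 mM MgCl2, 0.01% Tween20, 0.1% BSA; 45 min RT. ADP-Glo readout. qHTS titration up to 57 uM; curves fitted, compounds curve-classed.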
BCR signal inh – blocks chronic active B-cell receptor signaling. ABC-DLBCL IkBa-CBG/CBR reporter, luminescence ratio, 4 h. Potency, µM (top dose mostly 46.1 µM), for the others: at the top dose ratio change, negative = lower green/red ratio, actives largely listed as inhibitors. 340,000 tested, 0.05% active; active = well fitted inhibition curve with a large enough effect in the signal ratio, with a control signal flat, not every such curve was filed as active; inconclusive = small, poorly fitted or top-dose-only effect, or effect the other way, or a change in a side signal; the % refers to the signal ratio;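 note: potency is the fitted concentration of half-maximal effect; plate controls were basal doxycycline-induced cells for no effect and cells given 10 µM MG132 for full effect; MG132 reads +100%, hits lower the ratio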
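TMD8 ABC-DLBCL cells carrying doxycycline-inducible green luciferase fused to IkappaBalpha plus unfused red luciferase were exposed to compounds (up to 46 uM) for 4 hrs at 37C. Activity came from the overlap-corrected green/red luminescence ratio.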
TSHR antag – antagonists of human thyroid stimulating hormone receptor. 330,000 tested, 0.2% active. activity change, negative = inhibition, % at 11.5 µM. TSHR-expressing cells, TSH-stimulated cAMP HTRF, 2 h; stronger effect = lower value. P16473;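 active = activity change below a set negative limit, meaning inhibition stronger than a set level, cut at about -70% in these data; inconclusive = activity change between two set negative limits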; note: % is set by controls: 0 for no effect and ±100 for the full control effect
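Cell-based HTRF cAMP assay; TSHR cells + compound, TSH EC80 (4nM final), 2 h, 37 deg C. Lysis with anti-cAMP cryptate and cAMP-d2, 30 min RT, read 665/620 nm.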
USP2a inh – blocks human ubiquitin-specific protease USP2a | Potency, µM (titrated, usually from 38.3 µM), for the others: at the top dose activity change, negative = inhibition, hits mostly inhibitors | O75604 | AID 463254 | USP2 core, Ub-CHOP2 coupled fluorogenic reporter, 485/531 | 330,000 tested, 0.01% active;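 note: potency is the fitted concentration of half-maximal effect; plate controls were DMSO wells for no effect and full inhibition by NEM control for full effect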
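Cell-free coupled assay: 10nM USP2 core preincubated 30min RT with compound in Tris-HCl pH 8.0/CaCl2/CHAPS buffer, then 25nM Ub-CHOP2 and 25nM reporter substrate; fluorescence (Ex 485/Em 531) read after 60min RT, normalized to NEM inhibition, concentration-response curves fitted.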
* hit, by the source's call; u = inconclusive; x = not tested or not shown; [ ] = another dose, or the depositor's remark. Unless noted, calls come from the whole dose curve; as a rule, active = well fitted curve in the direction sought with a large enough effect; inconclusive = small, poorly fitted or top-dose-only effect, or another doubt; inactive = no such curve, though single readings can be large; an effect the other way counts as inactive or inconclusive.

SMILES | uPA surface inh | TSG101-PTAP inh | TCR act | ELG1 DNA repair | Eya2 inh | B2AR arrestin | Mito fusion act | Tb PFK block | BCR signal inh | TSHR antag | USP2a inh
Cc1cccc(C(=O)NCc2nnc(SCC(=O)NC3=NCCS3)n2C)c1 | -1% | 1% | 17% | 5% | 4% | 0.1% | -7% | 4% | -3% | 55 | 0%
COC(=O)CCCC(=O)N1CCCC(CCC(=O)NCc2ccc(F)c(F)c2)C1 (stereo unspecified) | -1% | -5% | -3% | -18% | -14% | -0.7% | 1% | 4% | u | 7 | 1%
COc1ccc(C(=O)NCCCNC(=O)c2cc3ccccc3[nH]2)cc1OC | 0% | -2% | -2% | 8% | 7% | -0.2% | -3% | -1% | -2% | 2 | 0%
Cc1ccc(C(=O)Nn2cnc3scc(-c4cccs4)c3c2=O)c(O)c1 | 8% | -22% | -3% | -1% | -18% | -0.9% | u | 0% | 14% | -10 | -1%
CC1O[C@@H]2O[C@](O[C@H](C)CC[C@@H](C)O)(c3ccccc3)O[C@@H]2C[C@H]1O (stereo partly specified) | 9% | -3% | 6% | 26% | 8% | -0.1% | 4% | 0% | -7% | 1 | -1%
COc1ccc(C(=O)/C=C2/C(=O)Nc3ccccc32)cc1OC | 1% | -3% | -1% | 7% | 4% | 0.3% | 8% | 3% | u | 12 | 0%
NC(=O)c1ccccc1N/C=C/C(=O)c1ccco1 | -4% | -4% | 1% | u | -11% | -0.6% | -5% | -3% | u | 3 | 1%
COc1ccc(CN(C#N)c2nc(C)cc(C)n2)cc1 | 7% | -5% | x | 3% | -1% | -1.0% | 2% | 5% | u | 13 | 3%
O=c1[nH]c(C2CCCN(S(=O)(=O)c3cccc(F)c3)C2)nc2c1nnn2Cc1ccccc1 (stereo unspecified) | 6% | -7% | -1% | -1% | -4% | -0.4% | -37%[inhibitor] | -1% | 7% | 21 | -1%
O=C(CSc1nnc2scc(-c3ccc(Cl)cc3)n12)NCc1ccco1 | -6% | x | x | 6% | 11% | 2.8% | 0% | -12% | 0% | 10 | 0%
C=CCSc1nc(N)c(C#N)c(-c2ccccc2)c1C#N | -2% | -6% | -3% | u | -6% | 0.0% | u | 0% | u | -3 | 0%
Cc1ccc(NC(=O)COc2ncnc3sccc23)cc1S(=O)(=O)N(C)C | 0% | -7% | 8% | -16% | 8% | 0.0% | 3% | 0% | 0% | 7 | 1%
C[C@@]12C(=O)N(c3ccccc3)C(=O)N1[C@@H]1c3ccccc3OC[C@@H]1[C@H]2c1ccccc1 | -12% | -4% | -1% | u | 0% | -0.2% | x | 6% | 7% | -1 | 3%
COc1ccc(-n2c(COc3ccccc3)n[nH]c2=S)cc1 | -11% | -8% | -1% | -9% | 2% | -0.4% | -12% | 0% | -8% | -8 | 0%
O=C(CNc1ccccc1F)Nc1cccc(S(=O)(=O)N2CCCCC2)c1 | -5% | 0% | -1% | 0% | -23% | -0.5% | -3% | -4% | u | -10 | -4%
CCOc1ccc(S(=O)(=O)N2CCN(C(=S)NCc3ccccc3)CC2)cc1 | 16% | -1% | 1% | -12% | u | 0.0% | 9% | -2% | 4% | 5 | 0%
CCOc1ccc(OCCC(=O)NNC(=O)c2ccncc2)cc1 | 2% | 0% | 4% | 16% | 20% | 0.0% | -1% | -16% | u | -2 | 4%
COc1ccc(N2CCN(CC(=O)NC(=O)NC(C)(C)C)CC2)cc1 | -1% | -2% | x | -5% | -2% | 0.0% | -5% | 3% | 0% | -9 | -1%
CCOC(=O)c1ccc(CNC(=O)CSc2nnc(-c3ccncc3)o2)cc1 | -1% | -2% | -29%[46.1 µM] | 0% | -5% | -3.2% | 10% | 2% | -1% | 7 | 2%
O=C(NCc1ccccc1)c1ccc(CNc2c(N3CCCC3)c(=O)c2=O)cc1 | 4% | -3% | 8% | 12% | -11% | 0.0% | 2% | 3% | -1% | 25 | 0%
COc1ccccc1NS(=O)(=O)c1cccc(C(=O)N/N=C(\C)c2ccncc2)c1 | 0% | -3% | 4% | u | -11% | -0.3% | -7% | -3% | 4% | -3 | 0%
CC(C)c1c(C(=O)N/N=C/c2cccc(OCc3ccc(F)cc3)c2)nnn1-c1nonc1N | 0% | -2% | -2% | u | -8% | 0.5% | -4% | 2% | u | -32 | 3%
Cc1ccc(-c2nnc(C)c(N3CCOCC3)n2)cc1 | 6% | 0% | -8% | -10% | 6% | -0.3% | 3% | -1% | 4% | 10 | 1%
CCOc1ccc(CN2C(=O)c3ccccc3C2=O)cc1C(=O)Nc1nnc(SCC)s1 | 0% | 0% | -3%[46.1 µM] | u | -4% | -1.6% | 5% | 1% | u | 7 | -1%
Cc1cc(C)c2c(CN3CCOCC3)cc(=O)oc2c1C | -18% | -2% | 2% | 2% | -26% | 0.4% | 2% | 0% | -7% | 1 | 2%
CCc1cccc(C)c1NC(=O)c1cc(-c2ccncc2)nc2ccccc12 | 1% | -2% | 3% | -23% | 3% | -0.6% | 8% | 5% | 0% | -6 | 0%
CCCCN(c1ccccc1)c1ncnc(N)c1[N+](=O)[O-] | x | -7% | x | 2.6µM* | -6% | 0.1% | -1% | 3% | 7% | -2 | -6%
C#CCOCCOCCOCCNc1nc(N2CCN(C(=O)CCCCCCCCCCNC(=O)[C@H](CCCCN)n3cc(C)nn3)CC2)nc(N2CCN(C(=O)CCCCCCCCCCNC(=O)[C@@H]([C@H](C)CC)n3cc(CCCCCN)nn3)CC2)n1 | x | x | x | u | -17% | -0.2% | -4% | u | u | 4 | u
CCc1ccccc1NC(=O)CN(C)C(=O)COC(=O)c1c(Cl)cccc1Cl | u | 0% | 2% | -13% | 24% | 0.0% | 15% | 0% | 0% | 25 | 3%
O=C(/C=C/c1ccccc1)NNC(=O)c1cccs1 | -2% | -2% | -2% | 4% | 13% | -0.3% | 0% | 3% | u | 2 | 3%

Structures above with a cyano group, in the order listed:
SMILES | uPA surface inh | TSG101-PTAP inh | TCR act | ELG1 DNA repair | Eya2 inh | B2AR arrestin | Mito fusion act | Tb PFK block | BCR signal inh | TSHR antag | USP2a inh
COc1ccc(CN(C#N)c2nc(C)cc(C)n2)cc1 | 7% | -5% | x | 3% | -1% | -1.0% | 2% | 5% | u | 13 | 3%
C=CCSc1nc(N)c(C#N)c(-c2ccccc2)c1C#N | -2% | -6% | -3% | u | -6% | 0.0% | u | 0% | u | -3 | 0%

The listing continues.
SMILES | uPA surface inh | TSG101-PTAP inh | TCR act | ELG1 DNA repair | Eya2 inh | B2AR arrestin | Mito fusion act | Tb PFK block | BCR signal inh | TSHR antag | USP2a inh
Cc1ccc(NNC(=O)c2c(F)cccc2Cl)cc1Cl | 2% | -3% | 0% | -11% | 1% | -0.6% | -3% | -10% | 0% | 5 | 0%
CC(C)C(C(=O)NCC1CCCO1)N(Cc1ccco1)C(=O)CNS(=O)(=O)c1ccccc1 (stereo unspecified) | 1% | -6% | 1% | 0% | -9% | -0.2% | -4% | -2% | 1% | 10 | -1%
COc1cc(/C=N/NC(=S)NCc2ccccc2)ccc1OCC#N | 5% | -13% | 1%[46.1 µM] | u | 10% | 0.5% | -6% | 0% | -1% | 5 | -1%
CCOC(=O)/C(C#N)=C/Nc1ccccc1OC(F)(F)F | -7% | -2% | 1% | 6% | 8% | 3.8% | 7% | -14% | -4% | 0 | 1%
CCc1ccc(NC(=O)CCC(=O)Nc2nnc(C(C)C)s2)cc1 | 0% | -2% | 4% | u | 5% | 0.0% | 2% | 1% | -1% | 1 | 0%
O=Nc1c(O)n(Cc2ccc(Cl)c(Cl)c2)c2ccccc12 | 5% | -7% | x | -8% | 10% | -0.3% | 17% | -14% | -11% | 2 | -2%

Only TSG101-PTAP inh, TSHR antag and BCR signal inh, for 2 of the compounds above:
| SMILES | TSG101-PTAP inh | TSHR antag | BCR signal inh |
| --- | --- | --- | --- |
| COc1cc(/C=N/NC(=S)NCc2ccccc2)ccc1OCC#N | -13% | 5 | -1% |
| CCOC(=O)/C(C#N)=C/Nc1ccccc1OC(F)(F)F | -2% | 0 | -4% |

No enrichment for hits. Share with any hit: about 3%.
